HepG2 viability: qHTS for Inhibitors of TGF-b: Cytotox Counterscreen. HepG2 CAGA-GFP viability, ATP luminescence, 18 h. Potency, µM (series often up to 46.1 µM), inactives show top-dose activity change, negative = cytotoxicity, actives largely listed as cytotoxic. 410,000 tested, 0.76% active. AID 588856, 2011; note: potency is the fitted concentration of half-maximal effect; some results filed as inactive show a strong effect at the top dose
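HepG2 CAGA-GFP cells (1000/well, DMEM with 1% FBS) received compound, then TGF-beta at 500 pg/mL final, and were incubated 18 hours at 37 degrees C. Viability was read by CellTiter-Glo luminescence. Media-only wells were set as complete cell-killing and DMSO as no toxicity.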
HT1080NT lethal: qHTS for induction of synthetic lethality in tumor cells producing 2HG: qHTS for the HT-1080-NT fibrosarcoma cell line. HT-1080-NT fibrosarcoma viability, CellTiter-Glo ATP luminescence, 48 h. 360,000 tested, 1.6% active. Potency, µM (titrated, usually from 46.1 µM), inactives show at the highest dose activity, negative = less viability, actives largely listed as cytotoxic;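 note: NT is the 2HG producing partner of a matched IDH1 knockdown line; potency is the fitted concentration of half-maximal effect; 0% = DMSO-treated cells and -100% = media-only wells without cells; nearly all actives have a fitted effect of over 55% in size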
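Luminescent CellTiter-Glo readout after 48 hours of compound exposure at 37 degrees C defined viability of HT-1080-NT cells. Activity was normalized to DMSO wells and cell-free media wells; concentration-response curves were fitted and assigned curve classes.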
KB-3-1 tox: qHTS assay for MDR1-selective chemotherapeutics: Primary screen using the parental adenocarcinoma cell KB-3-1. KB-3-1 viability, CellTiter-Glo ATP luminescence, 72 h. Potency, µM (doses to about 46.1 µM), without a hit: at the highest dose activity change, negative = cytotoxic, actives largely listed as cytotoxic. 400,000 tested, 1.4% active; note: potency is the fitted concentration of half-maximal effect; % is set by controls: 0 for no effect and ±100 for the full control effect; nearly all actives have a fitted effect of over 60% in size
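KB-3-1 cells, DMEM (no phenol red) + 10% FBS; compound by pin transfer, 72 h, 37 °C. Readout: CellTiter-Glo luminescence after 10 min. Data normalized, curve-fitted.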
IL-1B inflam inh: qHTS for Inhibitors of Inflammasome Signaling: IL-1-beta AlphaLISA Primary Screen. 360,000 tested, 4.7% active. activity change, % at 57.5 µM. THP-1 LPS/ATP IL-1B secretion, AlphaLISA, 16 h; active compounds read low; in the data active = activity change below about -50%; inconclusive = mostly about -30% to -49%; note: % is set by controls: 0 for no effect and ±100 for the full control effect
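THP-1 cells pretreated 1 hr with compounds (up to 57.5 uM final), then stimulated with LPS (250 ng/mL final) plus ATP (1.25 mM final); secreted IL-1B measured by AlphaLISA after 16 hr, decreased signal indicating inhibition.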
HT1080 IDH1KD tx: qHTS for induction of synthetic lethality in tumor cells producing 2HG: qHTS for the HT-1080-IDH1KD cell line | AID 686971, 2013 | Potency, µM (top dose mostly 46.1 µM), for inactives: at the highest dose activity, negative = toxicity, most hits filed as cytotoxic | HT-1080 IDH1 knockdown viability, ATP luminescence, 48 h | 360,000 tested, 2% active;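 note: potency is the fitted concentration of half-maximal effect; 0% = DMSO wells and -100% = cell-free medium wells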
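Using the IDH1-knockdown HT-1080 line run in the same batch and compound series as the NT line, viability after 48 h at 37 °C was determined by CellTiter-Glo luminescence and expressed as % activity.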
SW480 rereplic: A quantitative high throughput screen for small molecules that induce DNA re-replication in SW480 colon adenocarcinoma cells; Potency, µM (titrated, usually from 46.1 µM), for inactives: at the top dose re-replication activation, hits mostly activators; 340,000 tested, 1.8% active; SW480 DNA re-replication, Hoechst DNA content imaging, 48 h; AID 624297, 2012; note: potency is the fitted concentration of half-maximal effect; % of control where 0% means no effect; nearly all actives have a fitted effect of over 55% in size
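Image-based read-out: total Hoechst fluorescence of nuclei (405 nm excitation, 500-530 nm emission), with hits raising the fraction of high-intensity nuclei. SW480 colon cells incubated 48 hr with compounds at 37 C.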
MCF10A rereplic: A quantitative high throughput screen for small molecules that induce DNA re-replication in MCF 10a normal breast cells | Potency, µM (titrated, usually from 46.1 µM), for inactives: at the top dose activity, positive = re-replication, most hits filed as activators | MCF 10A DNA re-replication, Hoechst nuclear intensity, 48 h | AID 624296, 2012 | 350,000 tested, 2.9% active; note: potency is the fitted concentration of half-maximal effect; % of control where 0% means no effect; nearly all actives have a fitted effect of over 50% in size
ATXN2 expr inh: Primary qHTS for Inhibitors of ATXN expression; HEK-293 ATXN2-luciferase reporter, luminescence, 24 h; Potency, µM (doses to about 57 µM), without a hit: at the top dose activity change, negative = inhibition, actives largely listed as inhibitors; 360,000 tested, 0.72% active; AID 1745845, 2022; note: potency is the fitted concentration of half-maximal effect; % is set by controls: 0 for no effect and ±100 for the full control effect; nearly all actives have a fitted effect of over 55% in size
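qHTS (up to 57 uM final) was run with 24 h compound exposure of reporter cells at 37 °C. Each well was multiplexed: SteadyGlo luminescence measured ATXN2-luciferase expression after a fluorogenic Gly-Phe-AFC viability readout (25 uM final).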
ATXN viability: Viability Counterscreen for Primary qHTS for Inhibitors of ATXN expression; Potency, µM (top dose mostly 56.7 µM), actives largely listed as cytotoxic; 400,000 tested, 0.49% active; AID 651635, 2014; S2 cells (HEK-293 line with an ATXN2-luciferase reporter) viability, CellTiter-Fluor protease fluorescence, 24 h; note: potency is the fitted concentration of half-maximal effect; nearly all actives have a fitted effect of over 40% in size
An asterisk follows results filed as active; i = inactive; ? = inconclusive; . = not tested or not shown; & = joins results of further samples; [ ] = remark or other dose. Unless noted, calls come from the whole dose curve; as a rule, active = well fitted curve in the direction sought with a large enough effect; inconclusive = small, poorly fitted or top-dose-only effect, or another doubt; inactive = no such curve, though single readings can be large; an effect the other way counts as inactive or inconclusive.

SMILES	HepG2 viability	HT1080NT lethal	KB-3-1 tox	IL-1B inflam inh	HT1080 IDH1KD tx	SW480 rereplic	MCF10A rereplic	ATXN2 expr inh	ATXN viability
CC(OC(=O)c1ccc(S(=O)(=O)NCc2ccco2)cc1)C(=O)Nc1ncc(Cl)cc1Cl (stereo unspecified)	1.3%	2.5%	6.3%	-8.3	-0.8%	0.9%	-8.5%	0.7%	i
O=C(Cc1cccs1)NNC(=S)NC(=O)c1ccco1	-93.6%	-15.8%	?	34.1	?	6.6%	-6.7%	-10.1%[11.3 µM]	i
COc1ccccc1-c1nnc2sc(COc3ccc(F)cc3)nn12	3.5%	-11.9%	-7.9%	-66.8*	-16.9%	-6.6%	6.4%	-5.3%	i
COc1ccccc1N/C=C/C(=C(C#N)C#N)N(C)C	0.9%	1.2%	10.3%	-8.6	8.5%	-6.2%	13.3%	-14.0%[11.3 µM]	?
O=C(NC1c2ccccc2-c2ccccc21)c1ccco1	-38.1%	-13.8%	-1.3%	43.3	-8.7%	-0.7%	-1.4%	-13.2%	i
O=C(Cn1c(O)c(N=NC(=O)c2ccncc2)c2ccccc21)Nc1ccccc1	-18.3%	13.6%	-0.9%	-1.7	22.7%	-2.7%	-5.7%	-20.9%	i
COc1cc(C)ccc1OCCOc1ccccc1Cl	-7.2%	23.2%	-4.6%	4.3	26.3%	2.1%	2.2%	81.3%[activator]	i
COCCNC(=O)c1ccc(NC(=O)N2CCCCc3ccccc32)cc1	-2.8%	.	2.5%	.	.	.	.	3.4%	i
O=C(NC1CC(=O)N(c2ccc3c(c2)OCCO3)C1)N1CCC(O)CC1 (stereo unspecified)	2.5%	3.0%	14.7%	7.8	-0.7%	-92.7%	0.2%	-2.2%	i
COc1ccc(/C=N/NC(=S)Nc2ccccc2)cc1COc1ccc(Br)cc1	-34.3%	-28.4%	-3.2%	39.2	?	7.7%	?	6.9%	i
CC(=O)c1ccc(C(=O)Nc2ccc(N3CCOCC3)cc2)cc1	0.5%	15.8%	2.7%	-20.0	24.7%	-8.0%	0.0%	-0.7%	i
CCc1ccc(OC(C)C(=O)Nc2ccc(S(=O)(=O)Nc3nccs3)cc2)cc1 (stereo unspecified)	-1.6%	-11.3%	4.8%	8.6	-3.9%	-2.7%	2.4%	2.2%	i
COC(=O)c1ccccc1S(=O)(=O)N1CCCC(c2nc3c(nnn3Cc3ccc(C)cc3)c(=O)[nH]2)C1 (stereo unspecified)	-24.7%	?	11.5%	-21.4	-7.9%	-4.6%	-3.0%	-23.1%	?
O=C(NNC(=S)NC(=O)c1ccccc1[N+](=O)[O-])c1ccccc1	-12.0%	-16.1%	-0.6%	0.0	-28.0%	4.6%	15.1%	-32.2%	i
C=CCNc1nc(Nc2ccc(-c3nc4ccccc4o3)cc2)nc(N2CCOCC2)n1	-44.9%	?	-4.5%	-7.1	?	?	?	-22.2%	i
Cc1ccc2c(Cl)c(C(=O)Nc3nn[nH]n3)sc2c1	-22.0%	0.5%	-7.3%	12.4	-2.1%	1.9%	?	-6.4%	i
O=C(COc1ccccc1)OCc1cc(=O)n2nc(-c3cccs3)sc2n1	-2.1%	.	-1.2%	.	.	.	.	-0.6%	i
COc1cccc(C2=CC(c3ccc(OC)c(OC)c3OC)n3nnnc3N2)c1 (stereo unspecified)	-0.8%	1.5%	-0.7%	-1.2	1.1%	-3.5%	2.1%	-8.1%	i
Cn1ccc2c(/C=C/c3ccc(F)cc3)cc3c(c21)C1CCC3O1 (stereo unspecified)	-28.0%	?	-8.8%	14.0	?	.	.	-28.2%	i
c1nc(N2CCCC2)c2[nH]cnc2n1	0.0%	11.2%	13.1%	-16.3	-22.6%	-7.1%	13.7%	0.2%	i
COc1ccc(CNC(C)(C)C)cc1Cl	5.8%	23.1%	2.7%	-8.4	6.5%	-0.4%	1.3%	2.7%	i
CCS(=O)(=O)c1ccc2c(c1)N(S(C)(=O)=O)CC(C(=O)NCCOC)O2 (stereo unspecified)	-2.3%	3.3%	-1.9%	-4.3	0.0%	-7.8%	-0.3%	-9.4%	i
CCOc1ccccc1CNC(=O)c1cc2oc3ccccc3c2n1C	-2.0%	-27.0%	7.31µM*	-29.1	-28.9%	25.9%	14.6µM*	80.1%[activator]	i
COc1ccc(NC(=O)CCC(=O)c2cc(C)sc2C)cc1	1.8%	13.2%	-7.9%	-16.0	-7.8%	-14.4%	0.6%	-5.0%	i
CCOCCc1nnc(NC(=O)c2cccs2)s1	-18.9%	-0.3%	-2.0%	5.2	0.0%	4.2%	-2.2%	20.6%	i
SMILES	HepG2 viability	HT1080NT lethal	KB-3-1 tox	IL-1B inflam inh	HT1080 IDH1KD tx	SW480 rereplic	MCF10A rereplic	ATXN2 expr inh	ATXN viability
COc1ccccc1NC(=O)c1sc2nc(C)c(C(=O)Nc3ccc(C)cc3C)c(-c3ccc(Br)cc3)c2c1N	-8.0%	.	6.3%	.	.	.	.	-8.2%	i
Cc1ccc(-n2nc(C(=O)N3CCN(c4cccc(C(F)(F)F)c4)CC3)c(=O)n(C)c2=O)cc1	-5.9%	.	-16.2%	.	.	.	.	-5.3%	i
N=c1c2c3c(sc2ncn1N)CCCC3	-37.9%	-10.4%	-4.1%	29.9	-12.7%	?	-2.5%	3.8%	i
CNC(=O)c1c[nH]n2c(=O)c(Cc3ccccc3F)c(C)nc12	-1.1%	-4.5%	0.0%	-19.1	0.1%	-11.0%	-2.2%	-0.4%	i
Cc1cc(Nc2cccc(Cl)c2)c2ccccc2n1	-52.0%	-11.4%	-17.0%	?	-1.7%	-4.8%	14.1%	.	i
CCN(Cc1ccccc1)C(=O)c1nn(-c2ccc(OC)cc2)c(=O)c2c1c1ccccc1n2C	-9.7%&-14.0%	-3.3%	?	-0.4	2.0%	?	25.5%	?	?
Cc1ccc(N2C(=O)[C@@H]3[C@H](C2=O)C2c4ccccc4C=NN2[C@@H]3C(=O)c2ccc(Cl)cc2)cc1 (stereo partly specified)	-16.5%	-7.0%	-6.3%	6.8	2.7%	-6.9%	0.4%	-18.5%	i
COCCN(C(=O)c1csnn1)C(C(=O)NC1CCCC1)c1ccc(C)cc1 (stereo unspecified)	0.4%	7.7%	0.0%	2.5	-2.2%	-25.1%	-17.9%	3.1%	i
CSC(=O)NC(=O)NC(=O)c1ccc([N+](=O)[O-])cc1	7.3%	5.0%	0.4%	4.4	18.4%	-19.4%	7.4%	.	i
COc1ccc(OC)c(NC(=O)C23CCC(C)(C(=O)O2)C3(C)C)c1 (stereo unspecified)	-6.0%	11.1%	-0.3%	6.1	12.5%	1.4%	-0.1%	-9.4%	i
Cc1cc(NC(=O)CSC2=NS(=O)(=O)c3cc(Cl)ccc3N2)no1	-0.3%	7.6%	12.9%	7.9	3.5%	-1.6%	2.4%	8.4%	i
COc1ccc(Oc2c(O)c3ccccc3n(C)c2=O)cc1	-0.8%	-7.5%	-1.3%	-16.5	-4.9%	-320.5%[inhibitor]	7.1%	.	i
Cc1nn(C(C)C(=O)NCCCN2CCCCCC2)c(=O)c2c1sc1ccccc12 (stereo unspecified)	-19.5%	-15.0%	-22.9%	-10.1	0.3%	-3.6%	1.9%	-6.6%	i
Cc1oc(-c2ccc(Cl)cc2)nc1CS(=O)CC(=O)NC1CCCCCC1 (stereo unspecified)	-7.2%	-2.1%	-41.8%	-2.6	3.9%	-6.8%	-1.9%	-23.4%	i
O=C(C[C@H]1CC[C@@H](NC(=O)Cc2cccnc2)[C@@H](CO)O1)NCc1ccc2c(c1)OCO2	.	26.7%	4.8%	5.4	22.1%	.	.	.	.
CCC(=O)N/N=C(\C)CC(=O)Nc1cccc([N+](=O)[O-])c1	7.6%	7.8%	0.5%	-3.4	4.6%	-265.8%[inhibitor]	-4.7%	0.0%	i
CC(=O)NNC(=O)CCn1nnc2ccccc21	1.8%	19.0%	-0.8%	-1.5	13.8%	-1.8%	-14.6%	4.8%	i
CC(C)C(=O)Nc1ccc2c(c1)nc(CCN1CCN(C)CC1)n2C	-12.5%	6.5%	19.9%	1.6	-21.3%	-14.0%	10.1%	5.1%	i
COc1ccccc1CNS(=O)(=O)N(C)C	12.9%	24.0%	0.9%	4.5	?	-0.6%	-2.2%	-14.6%[11.3 µM]	i

Arranged by number of heavy atoms (falling): part of the list above.
SMILES	HepG2 viability	HT1080NT lethal	KB-3-1 tox	IL-1B inflam inh	HT1080 IDH1KD tx	SW480 rereplic	MCF10A rereplic	ATXN2 expr inh	ATXN viability
O=C(Cn1c(O)c(N=NC(=O)c2ccncc2)c2ccccc21)Nc1ccccc1	-18.3%	13.6%	-0.9%	-1.7	22.7%	-2.7%	-5.7%	-20.9%	i
CCc1ccc(OC(C)C(=O)Nc2ccc(S(=O)(=O)Nc3nccs3)cc2)cc1 (stereo unspecified)	-1.6%	-11.3%	4.8%	8.6	-3.9%	-2.7%	2.4%	2.2%	i
Cn1ccc2c(/C=C/c3ccc(F)cc3)cc3c(c21)C1CCC3O1 (stereo unspecified)	-28.0%	?	-8.8%	14.0	?	.	.	-28.2%	i

Pulled by structure from above, 2 records:
SMILES	HepG2 viability	HT1080NT lethal	KB-3-1 tox	IL-1B inflam inh	HT1080 IDH1KD tx	SW480 rereplic	MCF10A rereplic	ATXN2 expr inh	ATXN viability
COc1ccccc1-c1nnc2sc(COc3ccc(F)cc3)nn12	3.5%	-11.9%	-7.9%	-66.8*	-16.9%	-6.6%	6.4%	-5.3%	i
Cc1oc(-c2ccc(Cl)cc2)nc1CS(=O)CC(=O)NC1CCCCCC1 (stereo unspecified)	-7.2%	-2.1%	-41.8%	-2.6	3.9%	-6.8%	-1.9%	-23.4%	i

Bioassay records: PubChem BioAssay, National Center for Advancing Translational Sciences (NCATS)
